H37Rv inhibition: M. tuberculosis growth inhibition, HTS (AID 449762). inhibition, % at 25 µM; hits with a dose series show IC50 in µM. M. tuberculosis H37Rv growth inhibition, 7H9 media; higher % means a stronger effect. 330,000 compounds, 0.59% hits; in the data active = a potency from the dose series; inconclusive = inhibition above about 70% without an active follow-up result;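 also: bacterial growth assessed after seven days of incubation; strong numbers were not always called active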
PhoP GFP inhibition: PhoP regulon inhibitors, Salmonella typhi PhoP promoter GFP reporter, confirmatory (AID 1850); inhibition, % at 50 µM, or IC50 in µM where a hit was titrated; Salmonella Typhi PhoP-promoter GFP reporter, fluorescence, 4 h; higher % means a stronger effect; 310,000 compounds, 0.33% hits; in the data active = a potency from the dose series; inconclusive = inhibition mostly from about 25% at the one dose, without a potency; inactive = the rest, 99 in 100 with inhibition below about 19%;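 also: 0% = induced wells with vehicle and 100% = uninduced wells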
M. tuberculosis: growth inhibition of non-replicating M. tuberculosis (AID 488890); Mycobacterium tuberculosis non-replicating, growth inhibition; higher % means a stronger effect; inhibition, % at 25 µM, or IC50 in µM where a hit was titrated; 320,000 compounds, 0.39% hits; in the data active = a potency from the dose series; inconclusive = inhibition mostly from about 82% at the one dose, without a potency; inactive = the rest, 99 in 100 with inhibition below about 76%;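 also: plate controls were DMSO cells for no effect and high antibiotic wells for full effect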
inhibitors of VEEV: inhibitors of VEEV TC-83 cytopathic effect, confirmation, Vero cells (AID 588727); 350,000 compounds, 0.13% hits; Vero cells, VEEV TC-83 cytopathic effect inhibition; higher % means a stronger effect; inhibition, % at 20 µM; hits with a dose series show IC50 in µM; in the data active = a potency from the dose series; inconclusive = inhibition mostly from about 14% at the one dose, without a potency; inactive = the rest, 99 in 100 with inhibition below about 12%; also: strong numbers were not always called active
influenza NS1A: H1N1 influenza NS1A inhibitors, functional cell based assay (AID 504329). NS1A functional cell-based assay, percent inhibition; higher % means a stronger effect. 340,000 compounds, 0.3% hits. one-dose inhibition, % at 12.5 µM; IC50 in µM for titrated hits; in the data active = a potency from the dose series; inconclusive = inhibition above about 27% without an active follow-up result; also: strong numbers were not always called active
An asterisk follows results filed as active; i = inactive; ? = inconclusive; . = no result given; & = joins results of further samples. Compounds as they come (roughly 1.5% active in at least one column).

cpd	SMILES	H37Rv inhibition	PhoP GFP inhibition	M. tuberculosis	inhibitors of VEEV	influenza NS1A
1	CCOC(=O)N1CCN(c2c(N3CC=C(c4ccccc4)CC3)c(=O)c2=O)CC1	-1%	-10%	.	1.7%	3%
2	N#Cc1ccc(OCC(=O)N/N=C2/CC(c3ccccc3)Oc3ccccc32)cc1 (centres undefined)	2%	-4%	-14%	0.6%	0%
3	Cc1nn2c(N3CCOCC3)cc(C(C)(C)C)nc2c1-c1ccccc1	0%	-10%	-1%	0.8%	-13%
4	Cc1cccc(-c2onc3ccc(C4(C)OCCO4)cc23)c1	4%	11%	.	4.4%	3%
5	CCOc1ccc(C(=O)N/N=C/c2cc([N+](=O)[O-])cs2)cc1	?	-19%	69%	i	-11%
6	C/C(=N\Nc1ncc(Cl)cc1Cl)c1ccc2c(c1)OCO2	6%	1%	9%	0.5%	-10%
7	Cc1nc(N2CCOCC2)c(C#N)c(C)c1Br	-2%	1%	-1%	1.6%	8%
8	CN(C)S(=O)(=O)c1ccc(N2CCOCC2)c(C(=O)O)c1	-11%	-15%	2%	3.9%	-10%
9	NC(=O)C1CCN(CCC(=O)Nc2ccc(F)c(F)c2)CC1	3%	7%	19%	1.6%	-3%
10	COCCOC(=O)c1c(C)oc2ccc(OC(=O)COc3c(F)c(F)c(F)c(F)c3F)cc12	?	1%	77%	i	3%
11	O=C(OCC(=O)c1ccccc1Cl)c1cnccn1	18%	-9%	-10%	0.6%	4%
12	CCn1c(SCC(=O)N/N=C\c2ccccc2OCC(=O)O)nnc1-c1ccc(Cl)cc1	-1%	-6%	7%	11%	-5%
13	Cc1cc(CNC(=O)CC2C(=O)NCCN2Cc2ccccc2)nn1C (centres undefined)	6%	2%	1%	1.1%	-5%
14	O=C(CSCc1nc2ccccc2[nH]1)Nc1ccc(Oc2ccccc2)cc1	?	2%	46%	1.8%	-3%
15	Cc1ccc2cc(CN(Cc3ccco3)C(=O)c3cccs3)c(=O)[nH]c2c1	-3%	3%	34%	9.9%	6%
16	COC(=O)c1c(C(=O)OC)c(-c2ccccc2)n2c1CCC2	-11%	1%	-15%	1.7%	6%
17	CC(=O)Nc1ccc(SCC(=O)Nc2ccc3c(c2)OCCO3)cc1	47%	.	30%	0.7%	6%
18	c1ccc(C[n+]2ccc3ccccc3c2)cc1	-9%	-1%	-20%	0.3%	-19%
19	CCOC(=O)c1sc(Nc2nc3c(OC)cccc3s2)cc1C	49%	-8%	34%	4.7%	5%
20	COc1ccc(NC(=O)c2ccc3ccccc3c2)cc1	2%	-1%	-1%	1.6%	20%
21	O=C(NCCc1ccccc1)C1CCN(S(=O)(=O)c2ccc(-n3cnnn3)cc2)CC1	-5%	1%	65%	0.5%	-6%
22	O=C(OCCc1ccccc1)c1cc(O)c(O)c(O)c1	-8%	8%	19%	i	12%
23	N=C1c2c(cc(=O)n3c2[nH]c2ccccc23)CN1CCN1CCOCC1	-5%	14%	-7%	4.2%	5%
24	Cc1ccc(-c2nnc(N3CCN(CCO)CC3)c3ccccc23)cc1	10%	3%	22%	1.6%	5%
25	CCCN1CCC(NC(=O)Cc2cccc(C)c2)CC1	1%	3%	-9%	0.8%	1%
26	O=C(NC1CCCCC1)C1CCCN(c2nnnn2-c2ccccc2)C1 (centres undefined)	0%	-1%	0%	i	9%
27	CC(C)(C)NC(=O)[C@@H]1C[C@@H]2CCCC[C@@H]2CN1C[C@@H](O)[C@H](Cc1ccccc1)NC(=O)[C@H](CC(N)=O)NC(=O)c1ccc2ccccc2n1	40µM*	15%&-4%	42%&45%	2.0%&1.5%	6%&5%
28	c1ccc(-c2noc(C34CC5CC(CC(C5)C3)C4)n2)nc1	-1%	-2%	26%	2.4%	8%
29	CCOC(=O)NC(NC(=S)Nc1ccc(OCC)cc1)C(Cl)(Cl)Cl (centres undefined)	0%	-6%	-7%	1.1%	-3%
30	Cc1ccc(C)c(N(CC(N)=O)S(C)(=O)=O)c1	-5%	7%	-6%	i	7%
31	CCC(C)OC1OC(CO)C(O)C(O)C1NC(C)=O (centres undefined)	-2%	-8%	-5%	i	-12%
32	Cc1cccc2c(=O)oc(-c3ccccc3Cl)nc12	-2%	-3%	?	0.5%	-5%
33	O=C1CC2(CCCC2)C(=O)N1c1ccc(S(=O)(=O)NCC2CC2)cc1Cl	-1%	7%	-11%	0.1%	-19%
34	O=C(COC(=O)c1ccc(NS(=O)(=O)c2cccs2)cc1O)NCc1ccccc1	6%	3%	17%	6.4%	1%
35	CC1(C)CC(=O)c2cnc(NCC3CCCO3)nc2C1 (centres undefined)	-4%	3%	.	2.2%	-2%
36	COc1ccc(S(=O)(=O)N2CCN(Cc3cccc(OC)c3OC)CC2)cc1	-1%	4%	4%	i	1%
37	O=c1[nH]c2ccc(S(=O)(=O)Nc3ccccc3O)cc2[nH]1	1%	5%	2%	3.2%	-55%
38	COc1ccc(Cl)cc1NS(=O)(=O)c1cc(Cl)ccc1OC	-3%	-2%	4%	0.3%	-5%
39	CC1CCC/C(=N\NC(=O)COc2ccc(Cl)cc2Cl)C1 (centres undefined)	6%	5%	-9%	0.9%	-6%
40	COc1ccc(-c2sc3ccccc3c2C#Cc2cncn2C)cc1	?	.	?	3.7%	-10%
41	N#C/C(=C/c1ccncc1)c1nc2ccccc2s1	9%	-7%	?	1.5%	-8%
42	O=C(NC1CCCCC1)C(c1cccnc1)N(C(=O)c1csnn1)c1ccc(F)cc1 (centres undefined)	-5%	-3%	-10%	0.6%	4%
43	CC(C)Cn1c(SCC(=O)N2CCc3ccccc3C2)nc(O)cc1=O	-4%	.	6%	4.1%	-14%
44	COc1ccc(OC)c(N2C(=O)NC(=O)/C(=C\c3ccc([N+](=O)[O-])s3)C2=O)c1	?	-2%	?	1.4%	15%
45	CC(C)(O)c1cc2ccc(C#CCCN3C(=O)c4ccccc4C3=O)cc2c(=O)o1	-10%	.	5%	7.1%	6%
46	CCCCCCc1c(O)nc(SCC(=O)O)[nH]c1=O	4%	.	5%	0.1%	4%
47	Cc1ccc(C(=O)N2CCN(c3ccccc3)CC2)cc1S(=O)(=O)N1CCOCC1	-1%	8%	2%	2.6%	-1%
48	COc1ccc(CN2CCN(Cc3ccc4cc(F)ccc4n3)CC2CCO)c(C)c1C (centres undefined)	31%	-4%	43%	i	2%
49	O=C(O)[C@@H]1CCCN1C(=O)c1ccccc1N1C(=O)[C@@H]2Cc3c([nH]c4ccccc34)C(c3cccc(Cl)c3)N2C1=O (some centres undefined)	-10%	13%	5%	i	1%
50	CCCc1cc2c(=O)c(-c3ccccn3)c(C)oc2cc1O	-8%	-12%	-16%	0.4%	-4%
51	CCOC(=O)c1cnc2scnn2c1=O	.	.	.	1.1%	-10%
52	CCOC(=O)N1CCN(C(=O)CNCc2cccs2)CC1	-4%	-6%	-21%	2.4%	1%
53	O=c1cc(N2CCN(c3ccc(F)cc3)CC2)[nH]c(=O)n1C1CCCCC1	-5%	-26%	13%	i	1%
54	CCN(CC(=O)Nc1c(F)cccc1F)C(=O)CN1C(=O)C2CCCCC2C1=O (centres undefined)	-4%	.	-11%	1.9%	-8%
55	Cc1ccc2c(c1)N(C(=O)CCC(=O)N1CCN(c3ccccc3)CC1)CCO2	-1%	-5%	19%	0.2%	0%
56	CC(=O)Nc1ccc(NC(=O)C2CCN(c3ccc(C(F)(F)F)cn3)CC2)cc1	1%	7%	-13%	1.3%	-3%
57	OC1(c2ccc(Cl)cc2)CCN(Cc2cn[nH]c2-c2ccccc2)CC1	1%	8%	16%	i	3%
58	COc1ccc(N2CCN(CCNC(=O)c3ccc4nc5ccccc5c(=O)n4c3)CC2)cc1	.	.	.	1.0%	-1%
59	C=CCn1c(-c2ccco2)n[nH]c1=S	-5%	0%	-1%	3.6%	-11%
60	CCc1ccc(OCC(=O)N/N=C\c2ccco2)c([N+](=O)[O-])c1	0%	-4%	37%	1.2%	2%

The list continues.
cpd	SMILES	H37Rv inhibition	PhoP GFP inhibition	M. tuberculosis	inhibitors of VEEV	influenza NS1A
61	Cc1ccc(CN2CCCC(C(=O)c3ccc4c(c3)OCO4)C2)cc1C (centres undefined)	11%	1%	80%	27%	-29%
62	O=C(Nn1cnnc1)c1ccccc1CCc1ccccc1	-3%	-8%	-15%	2.2%	9%
63	CC(C)[C@H](NS(=O)(=O)c1ccccc1)C(=O)Nc1nccs1	6%	.	12%	.	.
64	Cc1c(NC(=O)COc2cccc(Br)c2)c(=O)n(-c2ccccc2)n1C	4%	-9%	-4%	0.7%	5%
65	NS(=O)(=O)c1ccc(CCNc2ncnc3sccc23)cc1	-4%	-6%	7%	5.9%	-2%
66	CC1CCCC(C)N1c1nnc(NC(=O)Cn2c(=O)oc3ccccc32)s1 (centres undefined)	1%	-9%	25%	0.7%	33%
67	OC(CN1CCCCC1)Cn1c2ccccc2c2ccccc21 (centres undefined)	9%	-6%	15%	i	-19%
68	Cc1ccc(NC(=O)C2CCCN2C(=O)NC2CCCCC2)cc1F (centres undefined)	-3%	12%	-7%	2.2%	6%
69	CC1(C)CC[C@]2(C(=O)O)[C@H](O)C[C@]3(C)C(=CCC4[C@@]5(C)C[C@H](O)[C@H](O)[C@@](C)(CO)C5CC[C@]43C)[C@@H]2C1 (some centres undefined)	-9%	11%	-5%	8.3%	-9%

Of the compounds above, 20 contain a halogen:
cpd	SMILES	H37Rv inhibition	PhoP GFP inhibition	M. tuberculosis	inhibitors of VEEV	influenza NS1A
6	C/C(=N\Nc1ncc(Cl)cc1Cl)c1ccc2c(c1)OCO2	6%	1%	9%	0.5%	-10%
7	Cc1nc(N2CCOCC2)c(C#N)c(C)c1Br	-2%	1%	-1%	1.6%	8%
9	NC(=O)C1CCN(CCC(=O)Nc2ccc(F)c(F)c2)CC1	3%	7%	19%	1.6%	-3%
10	COCCOC(=O)c1c(C)oc2ccc(OC(=O)COc3c(F)c(F)c(F)c(F)c3F)cc12	?	1%	77%	i	3%
11	O=C(OCC(=O)c1ccccc1Cl)c1cnccn1	18%	-9%	-10%	0.6%	4%
12	CCn1c(SCC(=O)N/N=C\c2ccccc2OCC(=O)O)nnc1-c1ccc(Cl)cc1	-1%	-6%	7%	11%	-5%
29	CCOC(=O)NC(NC(=S)Nc1ccc(OCC)cc1)C(Cl)(Cl)Cl (centres undefined)	0%	-6%	-7%	1.1%	-3%
32	Cc1cccc2c(=O)oc(-c3ccccc3Cl)nc12	-2%	-3%	?	0.5%	-5%
33	O=C1CC2(CCCC2)C(=O)N1c1ccc(S(=O)(=O)NCC2CC2)cc1Cl	-1%	7%	-11%	0.1%	-19%
38	COc1ccc(Cl)cc1NS(=O)(=O)c1cc(Cl)ccc1OC	-3%	-2%	4%	0.3%	-5%
39	CC1CCC/C(=N\NC(=O)COc2ccc(Cl)cc2Cl)C1 (centres undefined)	6%	5%	-9%	0.9%	-6%
42	O=C(NC1CCCCC1)C(c1cccnc1)N(C(=O)c1csnn1)c1ccc(F)cc1 (centres undefined)	-5%	-3%	-10%	0.6%	4%
48	COc1ccc(CN2CCN(Cc3ccc4cc(F)ccc4n3)CC2CCO)c(C)c1C (centres undefined)	31%	-4%	43%	i	2%
49	O=C(O)[C@@H]1CCCN1C(=O)c1ccccc1N1C(=O)[C@@H]2Cc3c([nH]c4ccccc34)C(c3cccc(Cl)c3)N2C1=O (some centres undefined)	-10%	13%	5%	i	1%
53	O=c1cc(N2CCN(c3ccc(F)cc3)CC2)[nH]c(=O)n1C1CCCCC1	-5%	-26%	13%	i	1%
54	CCN(CC(=O)Nc1c(F)cccc1F)C(=O)CN1C(=O)C2CCCCC2C1=O (centres undefined)	-4%	.	-11%	1.9%	-8%
56	CC(=O)Nc1ccc(NC(=O)C2CCN(c3ccc(C(F)(F)F)cn3)CC2)cc1	1%	7%	-13%	1.3%	-3%
57	OC1(c2ccc(Cl)cc2)CCN(Cc2cn[nH]c2-c2ccccc2)CC1	1%	8%	16%	i	3%
64	Cc1c(NC(=O)COc2cccc(Br)c2)c(=O)n(-c2ccccc2)n1C	4%	-9%	-4%	0.7%	5%
68	Cc1ccc(NC(=O)C2CCCN2C(=O)NC2CCCCC2)cc1F (centres undefined)	-3%	12%	-7%	2.2%	6%

Bioassay records (PubChem BioAssay)
